TDP1 cell CPT: DT40-hTDP1 cell growth loss with CPT. chicken DT40 Tdp1-/-;hTDP1 cells + 20 nM CPT, ATP luminescence, 48 h. Potency, µM (doses to about 46.2 µM), without a hit: top-dose activity change, negative = growth inhibition, usual class: inhibitors. actives 12% (n = 420,000). AID 686979; further: nearly all actives have a fitted effect of over 55% in size
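Chicken DT40 Tdp1-/- cells stably complemented with human TDP1 were seeded at 400 cells/well in medium containing 20 nM camptothecin, exposed to pin-transferred compounds, and grown at 37 °C for at least 48 hr. Viability was read as ATP luminescence.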
TDP1 cell noCPT: qHTS for Inhibitors of human tyrosyl-DNA phosphodiesterase 1 (TDP1): qHTS in cells in absence of CPT; actives 15% (n = 420,000); DT40 Tdp1-/- hTDP1 cells, no CPT, ATP luminescence, 48 h; Potency, µM (series often up to 46.2 µM), for inactives: top-dose activity change, negative = growth inhibition, hits mostly inhibitors; further: nearly all actives have a fitted effect of over 55% in size
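Readout: luminescence from CellTiter-Glo after 30 min in the dark at RT. Cells: DT40 Tdp1-/- with stable hTDP1, 400/well. Exposure: compounds alone, ≥48 hr, 37 °C.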
GCN5L2 inh: inhibitors of human GCN5L2 histone acetyltransferase | actives 0.21% (n = 390,000) | Q92830 | AID 504327 | GCN5L2 HAT assay, ThioGlo1 CoA-SH fluorescence | Potency, µM (series often up to 58.9 µM), for the others: at the highest dose activity change, negative = inhibition, usual class: inhibitors
Target sequence (Q92830 whole entry, looked up): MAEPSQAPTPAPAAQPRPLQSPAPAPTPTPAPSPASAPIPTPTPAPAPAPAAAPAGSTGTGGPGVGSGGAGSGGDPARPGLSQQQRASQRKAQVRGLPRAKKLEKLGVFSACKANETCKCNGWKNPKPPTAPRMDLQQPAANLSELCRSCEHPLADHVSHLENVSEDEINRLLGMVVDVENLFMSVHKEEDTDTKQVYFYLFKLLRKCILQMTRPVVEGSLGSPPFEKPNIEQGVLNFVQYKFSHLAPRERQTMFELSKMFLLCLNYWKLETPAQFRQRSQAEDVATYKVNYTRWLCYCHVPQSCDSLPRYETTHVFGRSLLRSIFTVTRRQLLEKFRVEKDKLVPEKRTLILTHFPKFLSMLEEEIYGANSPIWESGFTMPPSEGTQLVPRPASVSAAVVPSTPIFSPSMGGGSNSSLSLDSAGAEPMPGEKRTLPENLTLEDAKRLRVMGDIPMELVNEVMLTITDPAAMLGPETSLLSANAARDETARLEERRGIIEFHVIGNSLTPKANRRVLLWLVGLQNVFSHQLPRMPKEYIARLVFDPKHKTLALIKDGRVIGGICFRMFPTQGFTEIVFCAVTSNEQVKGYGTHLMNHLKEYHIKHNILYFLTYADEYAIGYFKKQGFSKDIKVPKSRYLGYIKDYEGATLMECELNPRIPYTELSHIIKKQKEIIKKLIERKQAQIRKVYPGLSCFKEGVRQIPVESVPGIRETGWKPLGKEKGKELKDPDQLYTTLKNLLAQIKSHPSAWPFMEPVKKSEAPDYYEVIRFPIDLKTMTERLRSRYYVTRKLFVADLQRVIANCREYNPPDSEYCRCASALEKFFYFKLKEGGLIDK
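qHTS, 1536-well. 20nM enzyme, pH 7.5 HEPES/EDTA/Tween-20 buffer; 15 min compound preinc., RT. Start: 75uM H3(1-25), 70uM AcCoA, 50uM ThioGlo1. Read Ex340/Em540 at t=0 (autofluorescence flag) and t=20 min.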
An asterisk follows results filed as active; u = inconclusive; x = not tested or not shown; & = joins results of further samples. The call rests on the fitted dose curve; in most records, active means well fitted curve in the direction sought with a large enough effect; inconclusive means small, poorly fitted or top-dose-only effect, or another doubt; inactive means no such curve, though single readings can be large; an effect the other way counts as inactive or inconclusive. On the % scale 0 is the no-effect control and ±100 the full control effect; potency means the concentration at half of the fitted maximal effect. A portion of the library; count on the stated rates, not on these rows.

Sample of the layout:
SMILES	TDP1 cell CPT	TDP1 cell noCPT	GCN5L2 inh
O=C(NCc1ccccc1Cl)c1ccc(CSCc2ccccc2Cl)o1	16.4µM*	20.6µM*	2.6%
COc1ccc(S(=O)(=O)N(C)C)cc1NC(=O)c1ccc(OCC2CCCO2)cc1 (centres undefined)	-15.0%	-24.9%	x
CC(C)c1ccc(/C=C2\SC(N3CCOCC3)=NC2=O)cc1	u	u	0.6%
O=C(Nc1nc(-c2ccccn2)cs1)c1ccc([N+](=O)[O-])o1	4.11µM*	2.59µM*	-27.0%
COCCN1C(=O)N[C@@H](c2cccc(C(F)(F)F)c2)[C@@H](C(=O)OC)[C@H]1C	3.3%	6.2%	x
COc1cc2c(cc1NC(=O)COC(=O)[C@@H](NC(=O)c1ccccc1)C(C)C)oc1ccccc12	u	u	18.3%
O=C(CCc1ccccc1)NNC(=O)Nc1ccc(Br)cc1	-23.6%	-8.9%	-19.7%
O=C1N/C(=C\c2ccc(O)cc2)C(O)=C1C=NCc1ccccc1	-13.3%	u	-8.7%
COc1ccc(Nc2ncnc3sccc23)c(OC)c1	1.0%	-3.3%	-3.7%
COC1C[C@@H](O[C@@H]2C(C)C(=O)OC(C)C(C)C(O)C(C)C(=O)[C@@]3(CO3)CC(C)C(OC3OC(C)CC(N(C)C)C3O)C2C)OC(C)[C@@H]1O (some centres undefined)	-2.2%	-0.8%	9.4%
CC1CCC(NC(=O)c2cc3c(Cl)nc4ccccc4c3s2)CC1 (centres undefined)	u	u	-1.3%
CCN(CC)c1ccc(/C=C/c2nccc3ccccc23)cc1	u	12.6µM*	x
CC(=O)c1ccc(NC(=S)N(Cc2ccccc2)C(C)C2CC2)cc1 (centres undefined)	-10.2%	-18.9%	-5.2%
O=C(NCc1ccccn1)c1cn(-c2ccccc2)nc1-c1ccc(Cl)cc1	u	25.9µM*	2.0%
COc1ccc(N(CC(=O)NCCc2cccc(C)c2)S(=O)(=O)c2c(C)noc2C)cc1	u	18.4µM*	-0.8%&-7.2%
CCC(CC)C(=O)c1c[nH]c(C(=O)NCc2ccccn2)c1	6.5%	-15.8%	-7.9%
CCC1CCCCN1C(=O)Cn1c(=O)n(CCCCCC(=O)NCc2ccc(F)cc2)c(=O)c2sccc21 (centres undefined)	u	u	-3.3%
Cc1c(Cl)c(C(F)F)nn1CC(=O)NC1C(=O)N2C(C(=O)O)=C(CSc3nnnn3C)CSC12 (centres undefined)	-11.8%	-3.4%	-8.0%
O=C(NCC1CCCO1)c1cccc(NC(=O)c2cccs2)c1 (centres undefined)	-0.1%	8.5%	-0.4%
O=C1COc2ccc(C(=O)C[n+]3cccc(O)c3)cc2N1	-12.8%	-10.7%	0.0%

This part in full (from the top)
SMILES	TDP1 cell CPT	TDP1 cell noCPT	GCN5L2 inh
O=C(NCc1ccccc1Cl)c1ccc(CSCc2ccccc2Cl)o1	16.4µM*	20.6µM*	2.6%
COc1ccc(S(=O)(=O)N(C)C)cc1NC(=O)c1ccc(OCC2CCCO2)cc1 (centres undefined)	-15.0%	-24.9%	x
CC(C)c1ccc(/C=C2\SC(N3CCOCC3)=NC2=O)cc1	u	u	0.6%
O=C(Nc1nc(-c2ccccn2)cs1)c1ccc([N+](=O)[O-])o1	4.11µM*	2.59µM*	-27.0%
COCCN1C(=O)N[C@@H](c2cccc(C(F)(F)F)c2)[C@@H](C(=O)OC)[C@H]1C	3.3%	6.2%	x
COc1cc2c(cc1NC(=O)COC(=O)[C@@H](NC(=O)c1ccccc1)C(C)C)oc1ccccc12	u	u	18.3%
O=C(CCc1ccccc1)NNC(=O)Nc1ccc(Br)cc1	-23.6%	-8.9%	-19.7%
O=C1N/C(=C\c2ccc(O)cc2)C(O)=C1C=NCc1ccccc1	-13.3%	u	-8.7%
COc1ccc(Nc2ncnc3sccc23)c(OC)c1	1.0%	-3.3%	-3.7%
COC1C[C@@H](O[C@@H]2C(C)C(=O)OC(C)C(C)C(O)C(C)C(=O)[C@@]3(CO3)CC(C)C(OC3OC(C)CC(N(C)C)C3O)C2C)OC(C)[C@@H]1O (some centres undefined)	-2.2%	-0.8%	9.4%
CC1CCC(NC(=O)c2cc3c(Cl)nc4ccccc4c3s2)CC1 (centres undefined)	u	u	-1.3%
CCN(CC)c1ccc(/C=C/c2nccc3ccccc23)cc1	u	12.6µM*	x
CC(=O)c1ccc(NC(=S)N(Cc2ccccc2)C(C)C2CC2)cc1 (centres undefined)	-10.2%	-18.9%	-5.2%
O=C(NCc1ccccn1)c1cn(-c2ccccc2)nc1-c1ccc(Cl)cc1	u	25.9µM*	2.0%
COc1ccc(N(CC(=O)NCCc2cccc(C)c2)S(=O)(=O)c2c(C)noc2C)cc1	u	18.4µM*	-0.8%&-7.2%
CCC(CC)C(=O)c1c[nH]c(C(=O)NCc2ccccn2)c1	6.5%	-15.8%	-7.9%
CCC1CCCCN1C(=O)Cn1c(=O)n(CCCCCC(=O)NCc2ccc(F)cc2)c(=O)c2sccc21 (centres undefined)	u	u	-3.3%
Cc1c(Cl)c(C(F)F)nn1CC(=O)NC1C(=O)N2C(C(=O)O)=C(CSc3nnnn3C)CSC12 (centres undefined)	-11.8%	-3.4%	-8.0%
O=C(NCC1CCCO1)c1cccc(NC(=O)c2cccs2)c1 (centres undefined)	-0.1%	8.5%	-0.4%
O=C1COc2ccc(C(=O)C[n+]3cccc(O)c3)cc2N1	-12.8%	-10.7%	0.0%
O=C(COC(=O)c1cncc(Br)c1)NC1CCCCCC1	17.4%	-0.7%	-4.9%
COc1ccc(Nc2cc(C)nc(N3CCN(C(=O)c4ccc5c(c4)OCO5)CC3)n2)cc1	-26.7%	u	0.0%
CC(Cc1cccs1)NC(=S)Nc1ccc(Cl)c(Cl)c1 (centres undefined)	20.6µM*	u	1.6%
O=C(CSc1n[nH]c(-c2ccccc2)n1)N1CCN(c2ccc(F)cc2)CC1	u	23.1µM*	-3.3%
O=C(COc1ccccc1)Nc1sc2c(c1C(=O)Nc1ccccc1Cl)CCCCC2	4.0%	-3.4%	0.5%
(cont.)
SMILES	TDP1 cell CPT	TDP1 cell noCPT	GCN5L2 inh
CCc1ccc(CN2CC(C(=O)O)CC2=O)cc1 (centres undefined)	-9.6%	-8.6%	-7.1%
Cc1ccc(NC(=O)NC(=O)N(C(C)C)S(=O)(=O)c2ccc(C)cc2)cc1	-1.9%	20.9%	1.1%
C[C@H](CO)N1C[C@H](C)[C@@H](CN(C)S(=O)(=O)c2ccc(F)cc2)Oc2ccc(NC(=O)Cc3cn(C)c4ccccc34)cc2C1=O	u	u	-6.7%
N[C@H](CCCP(=O)(O)O)C(=O)O	4.2%&17.2%	-2.9%&8.7%	-12.2%
O=C(c1cc(-c2ccc(F)cc2)on1)N1CCCC1	-2.5%	-21.7%	-13.2%
Cc1ccccc1NC(=O)C(=O)NC(C)CCc1ccccc1 (centres undefined)	-8.3%	-13.8%	-8.6%
CCCCc1nc2n[nH]c(N)c2c2c1CCC2	-12.7%	-16.0%	1.5%
Cc1ccc(C)c(Sc2ccc(NC(=O)CCl)cc2)c1	16.4µM*	18.4µM*	-10.3%
CC(C)(C)c1ccc(C(=O)Nc2ccc(-c3nc4ccccc4o3)c(O)c2)cc1	5.3%	-16.9%	-1.9%
COc1ccc(N2C[C@H](CSC)[C@@H](CC(=O)Nc3ccc(Br)cc3)C2=O)cc1	u	20.6µM*	x
CC(=O)N1CCc2cc(S(=O)(=O)NCCC(=O)NC3CCCCCC3)ccc21	-22.6%	-20.4%	-1.2%
CC(C)(C)NC(=O)C(c1ccncc1)N(C(=O)Cn1nnc(-c2cccs2)n1)C1CCCCC1 (centres undefined)	-7.7%	-15.3%	-3.6%
COc1ccc(C)cc1NC(=O)CSc1nc(=O)n(CCCN2CCOCC2)c2c1CCCC2	u	u	-0.3%
CC(=O)C1C(c2ccc(OC(F)F)cc2)NC(=O)NC1(O)C(F)(F)F (centres undefined)	4.4%	-17.3%	-2.1%
COc1cc(CCC(=O)Nc2ccncc2Cl)cc(OC)c1OC	-1.5%	-14.5%	3.9%
CC(C)c1nccn1S(=O)(=O)c1cc([N+](=O)[O-])ccc1Cl	-2.1%	-15.0%	1.2%
CC(C)C[C@H](NC(=O)OC(C)(C)C)C(=O)N[C@@H](CO)[C@H](O)[C@@H]1C[C@@H]1C(=O)N1CCCC1	-5.4%	-1.3%	-2.2%
CN(C)c1ccc(C=NN2C(=O)CSC2=S)c(Cl)c1	u	-24.4%	x
COc1ccc(CN2C(=O)C(CC(=O)NC3CC3)CC(C(=O)N3CCOCC3)=C2C)cc1 (centres undefined)	-21.8%	u	x
Nc1c(N(CCC2=CCCCC2)C(=O)Cc2ccccc2F)c(=O)[nH]c(=O)n1Cc1ccccc1	0.7%	u	0.6%
COc1cc(OC)cc(C(=O)N2CCN(c3ncccn3)CC2)c1	10.6%	-26.2%	-6.1%
C[C@@H]1CN([C@@H](C)CO)S(=O)(=O)c2ccc(Br)cc2O[C@H]1CN(C)C(=O)c1ccccc1	u	u	x
CCN(CC)S(=O)(=O)c1ccc(C(=O)NCCN2C(=O)S/C(=C\c3cccnc3)C2=O)cc1	u	18.4µM*	-1.7%
CCCC(=O)NC(c1ccco1)c1cc(Cl)c2cccnc2c1O (centres undefined)	3.66µM*	4.61µM*	-1.1%
COc1ccc(C(=O)NC(C)CCc2ccccc2)c(O)c1 (centres undefined)	u	u	-12.7%

Quoted at random: 2 records from the list, in no set order.
SMILES	TDP1 cell CPT	TDP1 cell noCPT	GCN5L2 inh
COc1ccc(CN2C(=O)C(CC(=O)NC3CC3)CC(C(=O)N3CCOCC3)=C2C)cc1 (centres undefined)	-21.8%	u	x
CCCC(=O)NC(c1ccco1)c1cc(Cl)c2cccnc2c1O (centres undefined)	3.66µM*	4.61µM*	-1.1%

Other compounds follow:
SMILES	TDP1 cell CPT	TDP1 cell noCPT	GCN5L2 inh
COc1ccccc1Cc1nc2ccccc2nc1SCC(=O)N1CCc2ccccc21	u	u	-9.9%
COC(=O)/C=C/c1ccc(-n2cncn2)cc1	-4.2%	-10.9%	-2.3%
C/C(=N\Nc1nc(N)cc(Cl)n1)c1ccc(Cl)c(Cl)c1	-28.3%	u	-12.6%
CCCCn1c(N)c(NCCC(C)C)c(=O)[nH]c1=O	u	u	-2.3%
O=C(Nc1c(-c2ccc3c(c2)OCO3)[nH][nH]c1=O)c1ccccc1	u	u	x
CC(C)CC(=O)N[C@H](C(=O)N[C@H](C(=O)N[C@@H](CC(C)C)[C@@H](O)CC(=O)N[C@@H](C)C(=O)N[C@@H](CC(C)C)[C@@H](O)CC(=O)O)C(C)C)C(C)C	-0.9%	-13.4%	-24.5%&-12.5%
COc1ccc(CN2CCC(C(=O)c3ccc(F)cc3)CC2)cc1	-17.8%	-16.2%	-11.4%
CC(C)Nc1cc(N2CCN(C3CCCCC3)CC2)c2noc3c2c1C(=O)c1ccccc1-3	u	u	0.0%
Cn1c(=O)c2cc(S(=O)(=O)NC(C(=O)NC3CCCCC3)c3ccccc3)ccc2n(C)c1=O (centres undefined)	13.9%	-0.2%	-8.2%
Cc1ccc(C(=O)NNC(=O)c2cc(OCC(F)(F)F)ccc2OCC(F)(F)F)cc1	-15.2%	u	-7.0%
Cc1ccc(NS(=O)(=O)c2cc(C(=O)Nc3cccc([N+](=O)[O-])c3)ccc2C)cc1	u	u	-11.3%
Cc1ccc(N2CCN(S(=O)(=O)c3nnc(NC(=O)c4cccc(F)c4)s3)CC2)cc1	18.4µM*	14.6µM*	-0.6%
C[C@@H](CO)NC(=O)c1ccc2c3n(nc2c1)-c1ccc(Cl)cc1CO3	u	u	26.0%
CCN1C(=O)C2(C(C(=O)c3ccc(C)o3)=C(O)C(=O)N2CCCN2CCOCC2)c2ccccc21 (centres undefined)	2.9%	1.0%	-9.4%
CCOc1ccc(S(=O)(=O)Nc2cccc(C(=O)N(C)Cc3cccc(OC)c3OC)c2)cc1	u	-24.3%	-4.4%
CC(C)(C)c1ccc(-c2nc(C#N)c(N3CCC(C(N)=O)CC3)o2)cc1	15.4%	u	-4.8%
Cc1csc(NS(=O)(=O)c2cccc([N+](=O)[O-])c2)n1	-1.0%	-22.0%	0.5%
CCOc1ccc(N2C(=O)CC(N(CCc3ccc(OC)cc3)C(=O)c3cccc(F)c3)C2=O)cc1 (centres undefined)	u	-25.0%	-6.2%
COc1cccc(CCNc2ncnc3c2nnn3C)c1	u	8.2µM*	-4.6%
O=C(COc1ccccc1Cl)c1ccc[nH]1	4.5%	-11.9%	-26.8%
O=C(NC1CCCCC1)c1ccccc1NC(=S)NC(=O)C1CCC1	-6.1%	-5.8%	-5.4%
COc1ccc(N2CCN(C(=O)c3ccc(S(=O)(=O)N4CCCCCC4)cc3)CC2)cc1	u	u	-8.1%
C=CCNC(=S)N1CCN(c2ccccc2Cl)CC1	u	u	-2.3%
Cc1ccc(-c2noc(CN(C(=O)CCCN3C(=O)c4ccccc4C3=O)C(C)C)n2)cc1	-23.9%	u	x

Screening data deposited in PubChem by National Center for Advancing Translational Sciences (NCATS).
